RAD52 inh – RAD52 DNA annealing inhibitors, primary screen, biochemical, FRET, single point, set 2. actives 0.46% (n = 360,000). inhibition, % at 18.7 µM. DNA repair protein RAD52 homolog (Homo sapiens), P43351. AID 651710, 2012. recombinant RAD52 DNA annealing, FRET fluorescence;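 active = every replicate showing at least 50% inhibition; inconclusive = mean inhibition at least 50% but not in every replicate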
XiGFP reactiv – activators of inactive X chromosome reactivation, primary screen, imaging, XiGFP fibroblasts, GFP high-content imaging, set 2; XiGFP mouse fibroblasts, % GFP-positive cells imaging, 3 d; cells co-treated with 5-aza-dC sensitizer; scaled so ellipticine positive control = 100%; activation, % at 7.58 µM; actives 0.055% (n = 360,000);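 active = mean normalized replicate activation at least 10% and every replicate at or above 10%; inconclusive = only one of the two criteria met; inactive = mean below 10% and not all replicates reach 10%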;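 also: 0% = median of on-plate neutral control wells and 100% = ellipticine 6 µM median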
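System: XiGFP fibroblasts, SV40-immortalized. Medium: DMEM plus 5-aza-dC sensitizer. Doses: single point. Timing: 3 d treatment, 15 min room-temperature fixation. Control set: ellipticine 6 µM.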
ERAP1 HTS inh – human ERAP1 aminopeptidase inhibitors, primary screen, biochemical, single point, plate reader; Endoplasmic reticulum aminopeptidase 1 (Homo sapiens), Q9NZ08; recombinant ERAP1, Leu-AMC fluorescence, 60 min; inhibition, % at 10.7 µM; actives 0.15% (n = 340,000);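 active = mean replicate inhibition of at least 30%, or all replicates individually reaching that 30% level; inactive = mean below 30% and not every replicate reaching it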;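 also: 0% = neutral control wells and 100% = L-leucinethiol positive control wells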
S100A4 inh HTS – inhibitors of S100A4-myosin IIA peptide binding, primary screen, biochemical, fluorescence polarization, TAMRA-MyoIIA peptide; Protein S100-A4 (Homo sapiens), P26447; inhibition, % at 10.7 µM; actives 0.14% (n = 360,000); AID 652163, 2013;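 active = mean inhibition of at least 70% across replicates, with every replicate also reaching that level; inconclusive = mean inhibition reaches 70% but some replicates fall short; inactive = mean inhibition below 70%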
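System – human S100A4 monomer protein, biochemical binding assay · Buffer or medium – Calcium-containing HEPES buffer, pH 7.2 · Timing – 5 min between mix addition and reading · Also added – TAMRA-labelled myosin IIA heavy-chain peptide probe, 5 nM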
RAD54 inh – inhibitors of human RAD54 branch migration, primary screen, biochemical, fluorescence, single point; DNA repair and recombination protein RAD54-like (Homo sapiens), Q92698; RAD54 Holliday junction branch migration, FAM/BHQ fluorescence; inhibition, % at 10.4 µM; actives 0.14% (n = 360,000);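 active = mean normalized replicate activity at least 40 and at least half of replicates scoring 40 or more; inconclusive = only one of the two criteria met; inactive = mean below 40 and under half of replicates reaching 40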;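 also: 0% = median of neutral control wells and 100% = median of positive control wells; inhibitors cause a drop in the FAM fluorescence signal; in these data hits start at about 50%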
ERp5 block – inhibitors of ERp5-driven insulin aggregation, primary screen, biochemical, turbidity, absorbance 650 nm, single point; Protein disulfide-isomerase A6 (Homo sapiens), Q15084; 90 min; inhibition, % at 9.99 µM; actives 0.05% (n = 350,000);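 active = mean replicate inhibition above about 25%, with every replicate also reaching it, limit read from the data, passing the limit was not always enough; inconclusive = only one of those two criteria met; inactive = neither criterion met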
Target sequence (Q15084 whole entry, looked up): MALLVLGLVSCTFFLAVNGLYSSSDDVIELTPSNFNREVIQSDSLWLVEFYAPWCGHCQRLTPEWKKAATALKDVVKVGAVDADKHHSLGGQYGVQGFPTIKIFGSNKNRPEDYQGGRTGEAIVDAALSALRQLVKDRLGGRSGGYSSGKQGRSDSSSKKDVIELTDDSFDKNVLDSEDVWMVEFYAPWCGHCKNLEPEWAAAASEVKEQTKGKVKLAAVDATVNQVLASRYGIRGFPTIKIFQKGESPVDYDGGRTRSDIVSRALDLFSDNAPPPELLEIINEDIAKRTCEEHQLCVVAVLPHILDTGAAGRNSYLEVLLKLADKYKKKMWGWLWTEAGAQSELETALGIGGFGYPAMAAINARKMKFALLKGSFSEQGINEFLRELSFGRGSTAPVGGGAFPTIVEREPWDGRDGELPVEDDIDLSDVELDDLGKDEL
esBAF inh – Bmi1 luciferase reporter increase in mESCs, primary screen, esBAF inhibitor project, mouse ES cells, Bmi1 luciferase knock-in, single point; 24 h; 100% = twice the neutral-well signal; reporter increase, % at 12.5 µM; actives 2% (n = 350,000); AID 602393, 2012; in the data active = activation above about 40%; inconclusive = no clear call, values can overlap the other calls;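 also: 0% = median of the plate's neutral control wells and 100% = double that signal; a rise in the Bmi1 reporter signal indicates esBAF inhibition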
E-sel inducer – E-selectin induction in HUVECs, primary screen, imaging, HUVEC, immunofluorescence imaging, single point; activation, % at 7.58 µM; AID 686992, 2013; actives 0.37% (n = 260,000); normalized: neutral wells 0, TNF-alpha wells 100;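 active = mean E-selectin-positive cell signal at least 10% of the positive control, reached in at least 60% of replicates, without over 20% cell loss; inconclusive = no rule given, readout overlaps actives, possibly toxicity-flagged; inactive = the rest, including those meeting only one limit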;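 also: in these data hits start at about 27%; measured in HUVEC primary endothelial cells; signal is the percent of cells scored E-selectin positive by PE staining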
Target sequence (P16581 whole entry, looked up): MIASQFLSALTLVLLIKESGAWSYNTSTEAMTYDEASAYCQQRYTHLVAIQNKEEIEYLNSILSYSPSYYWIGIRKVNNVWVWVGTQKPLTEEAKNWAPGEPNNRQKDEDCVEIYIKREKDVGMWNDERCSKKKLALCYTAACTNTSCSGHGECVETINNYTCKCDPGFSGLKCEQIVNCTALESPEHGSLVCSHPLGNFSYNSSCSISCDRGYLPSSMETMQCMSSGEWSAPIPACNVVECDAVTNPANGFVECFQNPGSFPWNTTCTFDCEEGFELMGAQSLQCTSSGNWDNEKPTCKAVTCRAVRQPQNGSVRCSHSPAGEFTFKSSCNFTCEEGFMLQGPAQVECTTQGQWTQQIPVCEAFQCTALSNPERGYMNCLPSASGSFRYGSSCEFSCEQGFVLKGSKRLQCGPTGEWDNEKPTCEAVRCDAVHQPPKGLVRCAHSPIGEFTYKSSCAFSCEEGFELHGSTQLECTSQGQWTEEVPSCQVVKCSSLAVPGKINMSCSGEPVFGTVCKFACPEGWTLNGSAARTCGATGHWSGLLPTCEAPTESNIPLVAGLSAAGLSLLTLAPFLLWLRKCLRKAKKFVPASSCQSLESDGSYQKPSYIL
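Test system – human umbilical vein endothelial cells (HUVEC), E-selectin induction · Input – 3,000 HUVEC seeded per well · Buffer or medium – EGM-2, gelatin · Compound dosing – single-point compound dose · Detection – immunofluorescence imaging · Measure – percent E-selectin-positive cells · Controls – TNF-alpha high, DMSO low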
Numbers without * were called inactive; ? = inconclusive; nt = no result given.

SMILES	RAD52 inh	XiGFP reactiv	ERAP1 HTS inh	S100A4 inh HTS	RAD54 inh	ERp5 block	esBAF inh	E-sel inducer
Cc1noc(C)c1COc1ccccc1C(=O)N(C)CC(=O)Nc1ccc(F)c(F)c1F	-1	0.0	2	-3	6	7	-5	0.1
COc1ccc2c3c(n(C)c2c1)[C@@H](CO)N(C(=O)c1cccc(F)c1)CC31CCN(C(=O)c2cccc(F)c2)CC1	24	0.2	-3	6	nt	-7	nt	0.3
O=C(NC1CCCCC1)N1CC2(C1)[C@H](c1ccccc1)[C@H](CO)N2CC1CCCC1	-22	0.0	0	-4	nt	5	nt	0.0
CC(C)NC(=O)Nc1ccc2c(c1)C(=O)N([C@H](C)CO)C[C@H](C)[C@H](CN(C)S(=O)(=O)c1ccc(Cl)cc1)O2	-6	-0.4	0	-28	8	-6	2	0.1
O=C(OCCN1CCOCC1)c1ccc2c(c1)OCCO2	-3	nt	-10	8	-5	-10	32	nt
Cc1ccccc1OCC(=O)Nc1nc(-c2ccncc2)cs1	-29	0.2	-4	-8	0	-1	7	-0.2
COc1ccc(/C=C(\C)C(=O)c2c(C)cc(C)[nH]c2=O)cc1	-5	0.1	nt	-2	-12	-3	-9	1.4
CC1=Nc2cc(C(=O)NCCCOC(C)C)ccc2Sc2ccccc21	-7	0.0	-6	-1	1	-1	nt	nt
COc1cc2c(c(OC)c1OC)-c1c(cc3c(c1OC)OCO3)C1OC2[C@@H](C)[C@H]1C (some centres not stated)	-16	0.0	5	1	-8	0	-2	-0.1
CCN1[C@@H]2c3ccc(-c4cccnc4)c(=O)n3C[C@@H]2[C@@H](CO)[C@@H]1C(=O)NC1CCCCC1	7	0.3	-1	0	-5	2	-2	-0.1
CC(=O)Nc1ccc(C(=O)CSc2nccc(=O)[nH]2)cc1	-16	0.1	5	0	-4	3	nt	nt
CN(Cc1ccc(F)cc1)C(=O)C(c1ccccc1)c1ccccc1	-2	0.3	-1	-1	6	1	-8	-0.1
CC(=O)Nc1ccc(S(=O)(=O)N2CCN(c3cccc(C)c3C)CC2)cc1	-14	0.0	0	-3	10	5	9	nt
N#C[C@H]1[C@@H](c2ccccc2-c2cccc(F)c2)[C@H](CO)N1C(=O)C1CCC1	-2	0.2	2	6	nt	0	nt	-0.1
N#C/C(=C\c1ccc(-c2ccccc2)cc1)c1nc(-c2ccco2)cs1	-41	0.2	0	13	nt	1	0	0.0
Cc1ccc(S(=O)(=O)N(C)C[C@H]2Oc3c(NC(=O)c4nc5ccccc5s4)cccc3C(=O)N([C@@H](C)CO)C[C@@H]2C)cc1	-1	-1.0	-2	3	-2	-3	3	3.8
CC(C)(C)[S@](=O)N1Cc2cc(C(=O)NCc3ccccn3)nc(-c3cccc(-c4ccccc4F)c3)c2[C@@H]1CCO	-12	0.1	-3	-7	-2	2	1	12
N#CCCn1cc(C(=O)Nc2ccc([N+](=O)[O-])cc2)c(-c2cc3ccccc3o2)n1	0	-0.2	-4	-3	nt	-2	nt	-2.8
Cc1ccccc1-c1nnc(NC(=O)CSc2nc3ccccc3s2)s1	-11	-0.1	9	2	5	-3	18	-0.1
CN1CCN(C(=O)C[C@@H]2CC[C@@H](NC(=O)c3ccc4c(c3)OCO4)[C@H](CO)O2)CC1	15	0.1	-3	1	-2	-1	4	0.2
CC(C)COC(=O)N(C)C[C@H]1OCc2ccccc2-c2ccccc2C(=O)N([C@@H](C)CO)C[C@H]1C	-1	0.1	1	3	2	2	-6	0.2
C=CCOc1ccc(CNCCc2ccc(S(N)(=O)=O)cc2)cc1	-4	0.3	2	2	nt	-2	nt	nt
COC(=O)C1=C(C)N(Cc2ccccc2C(F)(F)F)C(=NCc2ccccc2)NC1c1ccc(Cl)cc1 (configuration not stated)	6	1.1	-2	7	nt	-3	nt	0.3
COc1ccccc1-c1ccc2c(c1)[C@H]1[C@H](CCN1S(=O)(=O)c1cn(C)cn1)[C@@H](CO)N2	-19	0.0	-1	2	11	-5	15	-0.7
CCOCC(=O)NC1CCc2cc(OC)c(OC)c(OC)c2-c2ccc(SC)c(=O)cc21 (configuration not stated)	1	2.5	9	-4	nt	-2	nt	0.1
CNC[C@H]1Oc2c(NC(=O)Nc3ccc(F)cc3)cccc2C(=O)N([C@@H](C)CO)C[C@H]1C	-17	-1.3	-5	-1	-4	3	3	2.4
O=C(c1ccc(CSc2nc3ccncc3[nH]2)cc1)N1CCN(c2cccc(Cl)c2)CC1	-12	0.2	1	-8	-6	2	-10	-1.8
COc1ccc(CC(=O)N2CCC(c3ccccc3)C2)cc1 (configuration not stated)	-13	0.0	1	3	nt	-1	nt	-2.8
Cc1ccc(CN(CC(=O)NC2CCCC2)C(=O)c2csnn2)cc1	-16	0.2	3	4	-3	-1	0	nt
CC(C)C[C@H](NC(=O)N1CC(=O)Nc2ccccc21)C(=O)N[C@@H](C(=O)O)c1ccccc1	-8	0.5	-1	8	4	1	-8	?
CCN(Cc1ccncc1)C(=S)Nc1ccccc1C	-19	0.5	-8	6	11	-4	7	0.1
COc1ccc(S(=O)(=O)Nc2ccc3c(c2)C(=O)N([C@H](C)CO)C[C@H](C)[C@@H](CN(C)Cc2ccncc2)O3)cc1	-4	-0.2	-10	1	-6	4	-4	nt
COc1ccc(S(=O)(=O)N(C)C[C@H]2Oc3ccc(NC(=O)Nc4cccc5ccccc45)cc3CC(=O)N([C@H](C)CO)C[C@@H]2C)cc1	20	0.0	3	-8	nt	1	4	?
O=C(Nc1ccccc1)Nc1ccncc1	-19	0.0	-6	1	-6	5	8	2.2
Cc1ccc(NC(=O)C(=O)NCc2ccncc2)cc1	-11	0.0	2	-7	nt	-4	nt	nt
Cc1cccc(C)c1NC(=O)c1cc(S(=O)(=O)N2CCOCC2)cn1C	-6	0.1	4	7	-4	9	5	-0.1
C[C@H](CO)N1C[C@H](C)[C@@H](CN(C)S(=O)(=O)c2ccc(F)cc2)Oc2c(NC(=O)Cc3ccccc3)cccc2C1=O	-4	0.2	2	-2	1	4	2	nt
CCOC(=O)N1CCN(C(=O)c2cnn3ccccc23)CC1	-4	0.0	2	-4	-2	2	6	1.4
CCC(=O)N(C)C[C@H]1Oc2ncc(C#Cc3ccc(OC)cc3)cc2C(=O)N([C@@H](C)CO)C[C@@H]1C	-2	-0.3	1	3	-4	6	-1	0.1
O=C(Nc1ccc(F)cc1)/C(Cl)=C/c1ccccc1	-9	0.0	0	2	-15	2	48*	-0.1
CCN(CC)CCn1c(=S)[nH]c2cc(C(=O)NCc3ccccc3Cl)ccc2c1=O	-15	0.0	-3	-14	1	5	-1	nt
C[C@H](NC(=O)Cc1cccc2ccccc12)C(=O)NCc1ccccc1	-7	0.1	-4	-2	nt	-1	nt	0.0
COC(=O)Cn1c(=NC(=O)C(C)(C)C)sc2c(C)cc(C)cc21	4	-0.1	0	2	7	-13	6	0.2
CCc1ccc2oc(=O)cc(CN3CCC(C)CC3)c2c1	nt	nt	nt	25	0	nt	-4	3.9
CC(C)=CCn1c2ccc(NC(=O)NCc3ccc(F)cc3)cc2c(=O)n1C	-9	0.2	0	2	4	8	-4	-0.1
CN(C)/C=N/c1nc2nccc(-c3ccccc3)n2n1	-10	0.1	1	-2	-6	3	2	nt
COc1ncnc2c1ncn2CCCN1CCN(c2ccccn2)CC1	-17	-0.1	3	3	-3	3	1	-0.3
COc1ccc(S(=O)(=O)Nc2ccc3c(c2)C(=O)N([C@H](C)CO)C[C@@H](C)[C@H](CN(C)Cc2ccc(C(=O)Nc4ccccc4N)cc2)O3)cc1	-17	0.2	-1	-3	5	-1	-1	-0.2
O=C(CSc1nncn1-c1ccccc1F)NC1CC1	-2	-0.2	0	-2	-7	-2	29	-0.1
O=C(CNc1n[nH]c(=O)[nH]c1=O)N/N=C/c1cccnc1	-12	0.0	-4	6	nt	1	nt	1.6

3 entries out of the list above, arranged by the number in ERp5 block, smallest number first:
| compound | ERp5 block |
| --- | --- |
| CC1=Nc2cc(C(=O)NCCCOC(C)C)ccc2Sc2ccccc21 | -1 |
| CN(Cc1ccc(F)cc1)C(=O)C(c1ccccc1)c1ccccc1 | 1 |
| CC(C)=CCn1c2ccc(NC(=O)NCc3ccc(F)cc3)cc2c(=O)n1C | 8 |

Later entries:
SMILES	RAD52 inh	XiGFP reactiv	ERAP1 HTS inh	S100A4 inh HTS	RAD54 inh	ERp5 block	esBAF inh	E-sel inducer
CCOC(=O)N1CCN(C(=O)c2cc3ccc(OC)cc3[nH]2)CC1	-6	0.0	-1	-2	-2	1	?	-0.1
CCOC(=O)C1CCN(C(=O)/C=C/c2cccs2)CC1	-23	0.0	4	15	1	-5	22	nt
CN(C(=O)c1cccc(NC(=O)Cc2ccc(NC(=O)C3CCN(C(=O)C4CCCC4)CC3)cc2)c1)C1CCCC1	-91	0.1	12	-1	-3	4	8	3.0
CCOC(=O)[C@H]1[C@H]2COc3ccccc3[C@@H]2N2C(=O)c3ccc(Cl)cc3NC(=O)[C@@]12C	-10	0.0	2	1	-18	6	5	0.9
CC(OC(=O)c1cccc(S(=O)(=O)N(C)C)c1)C(=O)NCc1ccc2c(c1)OCO2 (configuration not stated)	-1	0.6	6	1	nt	-3	2	0.0
O=C(COC(=O)c1ccccc1NCCO)NNC(=O)c1cccs1	-13	0.0	-17	-12	-4	-5	-1	428*
COc1ccc(Cc2nc(C)cc(Cl)n2)cc1[N+](=O)[O-]	2	-0.1	-3	-1	8	-13	-6	nt
O=C(O)c1ccc(N2C(=O)CCCC2=O)cc1	-5	-0.3	1	2	-11	1	nt	-0.2
CCN1CCC(O)(/C=C/c2ccc(C(C)C)cc2)C(C(=O)/C=C/c2ccc(C(C)C)cc2)C1 (configuration not stated)	18	0.4	-3	16	nt	2	nt	0.1
CCOc1cccc2sc(NC(=O)CC)nc12	-11	nt	-1	-5	-3	-10	2	nt
COc1ccccc1N1CCN(C(=O)NCc2cccc(C(F)(F)F)c2)CC1	-4	0.0	0	4	-1	1	2	0.0
Cc1ccc(S(=O)(=O)CCSc2cccc(C(=O)O)c2)cc1	-15	0.0	-2	0	-10	-3	0	1.6
COCCNC(=O)c1onc(CSc2cc(C)cc(C)c2)c1C(=O)O	-7	0.0	2	1	-8	3	-6	0.4
COc1cc(/C=N/NC(=O)c2ccc3c(c2)OCCO3)c(Br)c(Br)c1O	-5	0.1	0	1	14	6	7	nt
CC(=O)Oc1ccc(N(C(C)=O)S(=O)(=O)c2ccc(C)cc2C)c2ccccc12	-12	0.0	-2	-4	-1	1	-6	nt
CC(C)OC(=O)CC(=O)CC(O)c1cccc([N+](=O)[O-])c1 (configuration not stated)	-9	nt	-3	6	nt	-1	nt	3.0
COc1ccc2sc3cccc(NCCN(C)C)c3c(=O)c2c1	58*	0.0	15	2	nt	0	nt	0.3
